Source: PubChem BioAssay (several laboratories)
ABCB1 inh: ABCB1 efflux pump inhibitors, primary screen, cell-based, multiplex, flow cytometry, ABCG2 counter-screen; CCRF-Adr cells, JC-1 efflux; ATP-dependent translocase ABCB1 (Homo sapiens), P08183; inhibition, % at 6.6 µM; AID 1326, 2008; hit rate 0.067% among 190,000; in the data active means inhibition above about 40%;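 further: 0% = vehicle and 100% = reference inhibitor; higher value means more JC-1 retained so stronger ABCB1 efflux block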
Target sequence (P08183 whole entry, looked up): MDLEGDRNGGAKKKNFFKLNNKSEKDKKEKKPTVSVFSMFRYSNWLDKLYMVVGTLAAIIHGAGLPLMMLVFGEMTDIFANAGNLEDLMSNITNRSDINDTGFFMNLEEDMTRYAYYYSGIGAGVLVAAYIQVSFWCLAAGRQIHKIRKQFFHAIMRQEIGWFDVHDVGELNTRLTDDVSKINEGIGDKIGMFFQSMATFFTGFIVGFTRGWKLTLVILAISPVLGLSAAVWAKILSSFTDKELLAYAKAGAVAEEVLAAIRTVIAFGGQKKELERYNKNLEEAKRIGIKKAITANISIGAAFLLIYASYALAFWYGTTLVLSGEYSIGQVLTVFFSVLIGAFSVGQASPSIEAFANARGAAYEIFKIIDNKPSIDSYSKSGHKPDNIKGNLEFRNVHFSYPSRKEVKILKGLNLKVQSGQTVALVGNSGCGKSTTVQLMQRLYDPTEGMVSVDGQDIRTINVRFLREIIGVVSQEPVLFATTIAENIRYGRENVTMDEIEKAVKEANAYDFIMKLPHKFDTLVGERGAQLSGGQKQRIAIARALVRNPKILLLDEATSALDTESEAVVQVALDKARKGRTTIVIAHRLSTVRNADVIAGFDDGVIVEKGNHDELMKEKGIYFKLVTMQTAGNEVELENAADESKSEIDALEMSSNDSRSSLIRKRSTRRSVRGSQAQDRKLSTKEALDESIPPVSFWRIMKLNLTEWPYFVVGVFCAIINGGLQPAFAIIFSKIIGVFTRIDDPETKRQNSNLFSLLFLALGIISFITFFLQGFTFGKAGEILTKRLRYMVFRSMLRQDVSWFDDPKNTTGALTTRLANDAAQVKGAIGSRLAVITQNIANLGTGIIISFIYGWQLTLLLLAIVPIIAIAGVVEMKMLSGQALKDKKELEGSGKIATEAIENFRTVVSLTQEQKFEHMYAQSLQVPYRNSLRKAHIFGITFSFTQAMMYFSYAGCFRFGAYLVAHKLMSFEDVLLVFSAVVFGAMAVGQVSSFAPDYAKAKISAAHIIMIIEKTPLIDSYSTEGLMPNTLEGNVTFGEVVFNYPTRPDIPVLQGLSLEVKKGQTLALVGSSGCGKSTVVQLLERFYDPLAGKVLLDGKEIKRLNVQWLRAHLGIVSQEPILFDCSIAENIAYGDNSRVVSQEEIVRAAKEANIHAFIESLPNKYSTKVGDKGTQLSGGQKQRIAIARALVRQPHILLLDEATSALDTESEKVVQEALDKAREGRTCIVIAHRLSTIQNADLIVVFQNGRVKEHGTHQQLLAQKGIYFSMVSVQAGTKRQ
GSH fluor: compound fluorescence on glutathione beads, profiling panel, artefact control, biophysical, 488/530 nm, flow cytometry | hit rate 0.25% among 190,000 | GSH beads flow cytometry, compound fluorescence 488/530 nm; hits give high values | fluorescence (KMESF) at 10 µM; in the data active means fluorescence above about 89;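 further: glutathione beads carrying GST-tagged Bcl family fusion proteins plus one bare bead set; values are compound well signal with DMSO vehicle wells as background; inactives centre near 16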
Pf gametocyte: late stage P. falciparum gametocyte viability inhibitors, primary screen, ATP luminescence, HTS; P. falciparum stage V gametocytes, 24 h; inhibition, % at 10.9 µM; hit rate 0.065% among 150,000;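 active means inhibition above the mean plus 3 SD of compounds within the control limits, set per campaign, cut at about 38% in these data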;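 further: 0% = DMSO wells and 100% = medium only without gametocytes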
RGS7-Gao: RGS7-Galphao binding modulators, primary screen, biochemical, multiplexed bead flow cytometry. actives lie on both sides. binding response (% of control), % at 10 µM. hit rate 0.35% among 220,000; in the data active means binding response below about 49% or above about 150%; inconclusive means no clear call, values can overlap the other calls; inactive means in between;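 further: fluorescent Galphao held in activated GDP-AlF4 state binding bead-coupled RGS7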
Mcl1-Bid inh: Mcl-1/Bid binding inhibitors, primary screen, biochemical, TR-FRET, 1536-well. TR-FRET Mcl-1/Bid-Dy647 peptide binding. AID 1021, 2008. hit rate 0.97% among 220,000. inhibition, % at 21.7 µM;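 active means compounds that cut the binding signal by more than half at the single screening dose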;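 further: His-tagged Mcl-1 with europium anti-His antibody binding Bid BH3 peptide; 0% = Mcl-1 plus peptide wells and 100% = peptide-only wells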
RGS8-Gao reg: RGS8-Galphao binding modulators, primary screen, biochemical, multiplexed bead flow cytometry; AID 1423, 2008; Guanine nucleotide-binding protein G(o) subunit alpha (Homo sapiens), P09471; response (percent of control binding), % at 10 µM; actives lie on both sides; hit rate 0.34% among 220,000; in the data active means response below about 60% or above about 140%; inactive means in between;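 further: Galphao activated as the GDP aluminium fluoride complex binding bead-coupled RGS8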
Mcl-1 Bim block: inhibitors of Bim peptide binding to Mcl-1, primary screen, biochemical, bead-based flow cytometry, multiplex. Induced myeloid leukemia cell differentiation protein Mcl-1 (Homo sapiens), Q07820. Bim peptide-Mcl-1 binding. inhibition, % at 10 µM. hit rate 0.1% among 190,000; in the data active means inhibition above about 40%;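 further: 0% = no compound tracer wells and 100% = peptide blocker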
Avidin bead fluor: green autofluorescence of compounds with avidin beads – biophysical, 488/530 nm, flow cytometry, artefact control, profiling panel. compound fluorescence 488/530 nm; hits give high values. fluorescence (KMESF) at 10 µM. hit rate 0.38% among 220,000. AID 1775, 2009; in the data active means fluorescence above about 47; further: inactives centre near 10
ABCG2 block: ABCG2 efflux pump inhibitors, primary screen, multiplex with ABCB1, IgMXP3 cells, flow cytometry; Broad substrate specificity ATP-binding cassette transporter ABCG2 (Homo sapiens), Q9UNQ0; JC-1 efflux; inhibition, % at 6.6 µM; hit rate 0.1% among 190,000;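 active means inhibition above 80%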;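 further: 0% = DMSO and 100% = nicardipine control wells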
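Incubation: cells with compound and JC-1, 10 min at 25 °C, rotating, no wash / Test system: IgMXP3 (ABCG2) plus far-red-tagged CCRF-Adr (ABCB1) cells / Compound dosing: one concentration, 6.6 µM final / Also added: JC-1 fluorescent substrate / Evaluation: efflux inhibition in percent versus controls / Detection: flow cytometry, 530 nm JC-1 signal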
Mcl1-Noxa inh: Mcl-1/Noxa binding inhibitors, primary screen, biochemical, TR-FRET, 1536-well; Induced myeloid leukemia cell differentiation protein Mcl-1 (Homo sapiens), Q07820; TR-FRET Mcl-1/Noxa peptide binding, 2 h; inhibition, % at 21.7 µM; hit rate 1.5% among 220,000; AID 1022, 2008;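 active means compounds that cut the protein-peptide binding signal by more than 50% relative to plate controls in a single-dose test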;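 further: His-tagged Mcl-1 with rhodamine Noxa BH3 peptide and terbium anti-His antibody; 0% = Mcl-1 plus Noxa peptide wells and 100% = peptide-only wells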
RGS4-Gao reg: modulators of RGS4 binding to Galphao, primary screen, biochemical, multiplexed bead flow cytometry. Guanine nucleotide-binding protein G(o) subunit alpha (Homo sapiens), P09471. actives lie on both sides. binding response (% of control), % at 10 µM. hit rate 0.33% among 220,000. AID 1415, 2008; in the data active means binding response below about 49% or above about 150%; inactive means in between;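 further: fluorescent Galphao activated with aluminum fluoride binding bead-coupled RGS4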
* hit, by the source's call; ? = inconclusive; . = not tested or not shown; [ ] = remark or other dose.

SMILES	ABCB1 inh	GSH fluor	Pf gametocyte	RGS7-Gao	Mcl1-Bid inh	RGS8-Gao reg	Mcl-1 Bim block	Avidin bead fluor	ABCG2 block	Mcl1-Noxa inh	RGS4-Gao reg
CC(C)(C)C1=NN(c2ccc([N+](=O)[O-])cc2)C(c2ccccc2)C1 (stereo not given)	-3.1	16	-3	102	-2	99	0	9	0	11	102
O=C1NCCCC1C(=O)N1CCN(C(c2ccccc2)c2ccccc2)CC1 (stereo not given)	0.4	14	1	101	-14	99	0	22	1	-1	99
O=C(O)Cc1n[nH]c(=O)c2ccccc12	0.9	25	.	98	4	103	-1	6	2	10	99
CC(NC(=O)CC1Sc2ccccc2NC1=O)c1ccccc1 (stereo not given)	0.6	16	-3	103	-6	100	-2	9	3	8	103
Cc1oc2nc(SCCCC(=O)NCCCO)nc(N)c2c1C	-0.1	32	12	100	-10	96	-1	5	0	3	97
CCOC(=O)C1=NN(C(C)=O)C2(CC(=O)N(c3ccc(C)c(C)c3)C2=O)C1 (stereo not given)	0.7	17	11	102	-4	104	-2	18	5	4	98
Cc1ccc(C2CCN(C(=O)Nc3ccccc3)C2)cc1 (stereo not given)	-0.3	33	.	102	.	101	0	9	12	.	101
CC1CCCN(C(=S)NC2CCCC2)C1 (stereo not given)	-0.2	15	4	96	-31	100	2	9	0	-1	98
COc1ccc(O)c(-c2cc(C(F)(F)C(F)F)nc(-c3ccccc3)n2)c1	-0.6	35	.	101	-10	104	-4	16	32	18	101
CCCn1c(SCC(=O)N2c3ccc(F)cc3CCC2C)nnc1-c1ccccn1 (stereo not given)	1.6	25	.	96	12	91	-19	5	8	14	90
COc1ccc(C(CNC(=S)NCc2ccccc2)N2CCCC2)cc1 (stereo not given)	1.4	20	-12	?	-19	101	0	13	10	15	104
COCCCN(CC(=O)Nc1ccc(N2CCOCC2)cc1)S(=O)(=O)c1ccc(Cl)cc1	0.2	14	1	?	-42	102	2	11	-1	22	101
Clc1cccc(Cl)c1COc1ccccn1	0.6	15	10	102	-28	112	-5	9	-6	-1	107
CCc1ccccc1-n1c(SCC(=O)Nc2ccc3c(c2)OCCO3)nc2[nH]ncc2c1=O	0.2	20	.	102	-45	102	-2	25	22	-3	103
O=C(NC1CCCCC1)NC1CCN(S(=O)(=O)Cc2ccccc2)CC1	0.6	25	.	99	-12	99	-2	11	5	-9	98
O=C(c1ccc2c(c1)OCO2)C1CCCN(Cc2ccc3cccc(F)c3n2)C1 (stereo not given)	1.1	8	10	112	-6	102	-1	14	1	-5	104
CCOc1nc(C)ccc1-c1noc(CC)n1	0.0	14	5	101	-6	100	0	20	0	15	104
O=C(CSCc1ccc(F)cc1)Nc1ccccc1	-0.2	39	.	99	-15	104	-3	6	0	4	104
NS(=O)(=O)c1ccc(NC(=O)c2ccc(-c3ccccc3)cc2)cc1	-3.0	57	-14	100	28	100	5	10	-6	-63	98
CSc1ccccc1NC(=S)NC1CCCCC1	0.3	11	-11	102	-45	104	-1	25	0	-3	102
O=C(COC(=O)c1ccc2c(c1)OCCO2)NCCC1=CCCCC1	0.3	5	5	97	-15	99	-7	7	1	-13	100
O=C(CCc1nc2ccccc2[nH]c1=O)OCC(=O)N1CCc2ccccc21	1.0	24	-5	96	-8	105	-2	9	11	21	102
CCCCOc1ccc(C(O)(CCC)CCN2CCOCC2)cc1 (stereo not given)	0.6	23	-11	99	0	99	-2	6	5	5	97
Cc1nn(C)c(C)c1S(=O)(=O)N(CC(=O)NCCN1CCOCC1)c1ccc(C(C)C)cc1	0.0	15	.	102	6	107	-1	20	0	3	101
COc1ccc2[nH]c(C(=O)O)c(CCN3C(=O)c4cccc([N+](=O)[O-])c4C3=O)c2c1	.	.	28	?	-14	103	.	6	.	22	95

Additional records:
SMILES	ABCB1 inh	GSH fluor	Pf gametocyte	RGS7-Gao	Mcl1-Bid inh	RGS8-Gao reg	Mcl-1 Bim block	Avidin bead fluor	ABCG2 block	Mcl1-Noxa inh	RGS4-Gao reg
Cc1cccc(NC(=O)CCSc2nnc(Cc3ccccc3)o2)c1	0.8	9	0	100	-14	97	8	5	5	19	103
FC(F)(F)c1cccc(-c2noc(CN3CCOCC3)n2)c1	0.3	47	.	102	-37	103	-3	7	4	4	104
O=C(N[C@@H](Cc1ccccc1)C(=O)OCC(=O)N1CCOCC1)c1cccs1	1.7	13	-21	?	-18	102	-3	12	9	-2	102
Cc1c(Cl)c([N+](=O)[O-])nn1Cc1ccc(C(=O)NN)o1	.	.	26	?	-40	105	.	8	.	8	100
Cc1ccc(C)c(N2CCN(C(=O)CCCn3c(=S)[nH]c4cc5c(cc4c3=O)OCO5)CC2)c1	2.3	10	1	110	-10	101	-2	13	14	0	101
C=CCNC(=O)COC(=O)c1ccc(Cl)c(S(=O)(=O)N(Cc2ccccc2)c2ccccc2)c1	0.9	18	-34	101	-4	101	-5	14	5	12	100
Cc1ccc(NC(=O)C2CCN(S(=O)(=O)c3c(C)noc3/C=C/c3ccco3)CC2)nc1	0.6	16	.	102	-26	102	-3	3	1	11	100
CCC1C(c2ccccc2)N(C)C(c2ccccc2)CC1(O)c1ccccc1 (stereo not given)	0.6	25	.	100	-8	101	-1	12	0	23	99
Cc1ccc(-n2cc(-c3ccccc3)c3c(N4CCOCC4)ncnc32)cc1	1.4	15	7	101	-32	103	-4	10	5	4	101
Cc1nnc(SCC(=O)NC(=O)NC2CCCC2)n1N	0.3	14	.	98	-25	101	2	3	1	8	105
C=CCn1c(SCC(=O)Nc2cccc(OC)c2)nnc1-c1cccnc1	-0.1	26	.	94	-20	98	-1	5	-1	-6	94
O=C(CS(=O)(=O)Cc1ccccc1)N1CCN(c2cccc(C(F)(F)F)c2)CC1	-0.5	36	12	95	-33	100	-2	14	3	-3	99
CC(=O)N1CCN(C(=O)CCC(=O)O)CC1	.	.	0	?	-43	102	.	8	.	8	101
COc1ccccc1C(C)NCC(=O)NCC(=O)Nc1ccc(F)c(F)c1F (stereo not given)	0.3	17	7	100	-10	101	1	28	0	6	100
Cc1nc2cc(-c3cccs3)[nH]n2c(=O)c1C	0.7	17	.	104	-7	103	0	22	2	24	103
CCC(=O)N1CCc2cc(S(=O)(=O)CCC(=O)N3CCc4ccccc4C3)ccc21	0.5	42	.	103	30	102	0	5	1	0	103
CCCCCN(C(=O)NC(=O)Nc1ccccc1C)S(C)(=O)=O	-2.5	23	.	87	-15	90	0	13	1	-8	89
Cc1ccc(-n2nnnc2-c2cnc(-c3cccnc3)nc2C(F)(F)F)cc1	1.4	20	.	103	-12	101	-2	13	5	5	106
O=C(O)c1cc(Nc2nc(N3CCOCC3)nc(N3CCOCC3)n2)ccc1Cl	0.3	25	14	100	14	98	1	31	3	-5	99
O=C(NC(=S)N1CCN(c2c(Cl)cccc2[N+](=O)[O-])CC1)c1cccs1	-0.5	29	.	115	-111	98	-4	27	-1	-49	103
O=C(CSc1nc(O)cc(=O)n1-c1ccccc1)N1CCCCC1	0.4	36	.	98	-32	100	-3	13	8	3	99
COc1ccc(/C=N/n2c(N)nc(-c3ccccc3)c2-c2ccccc2)cc1	1.5	13	-6	103	57*	102	-3	35	5	48	103
O=C(CSCc1ccccc1)NCCCN1CCOCC1	0.2	15	.	95	98*	96	0	7	0	7	97
COc1ccccc1NS(=O)(=O)c1cccc(NC(=O)C2CC(=O)N(Cc3ccccc3)C2)c1 (stereo not given)	0.0	12	13	107	88*	105	1	11	1	12	105
COc1ccccc1C(=O)Oc1cc(N)n(S(=O)(=O)c2ccc(C)cc2)n1	0.3	9	.	101	-34	103	-3	9	1	28	102

A different layout for some results above.
Values in the order: ABCB1 inh, GSH fluor, Pf gametocyte, RGS7-Gao, Mcl1-Bid inh, RGS8-Gao reg, Mcl-1 Bim block, Avidin bead fluor, ABCG2 block, Mcl1-Noxa inh, RGS4-Gao reg
> COc1ccccc1C(=O)Oc1cc(N)n(S(=O)(=O)c2ccc(C)cc2)n1
→ 0.3, 9, ., 101, -34, 103, -3, 9, 1, 28, 102
> O=C(CS(=O)(=O)Cc1ccccc1)N1CCN(c2cccc(C(F)(F)F)c2)CC1
→ -0.5, 36, 12, 95, -33, 100, -2, 14, 3, -3, 99

Other structures
SMILES	ABCB1 inh	GSH fluor	Pf gametocyte	RGS7-Gao	Mcl1-Bid inh	RGS8-Gao reg	Mcl-1 Bim block	Avidin bead fluor	ABCG2 block	Mcl1-Noxa inh	RGS4-Gao reg
COc1ccc(N2CCC(CNC(=S)Nc3cc(C)cc(C)c3)C2)cc1 (stereo not given)	.	.	-13	?	-148	102	.	11	.	11	104
Cc1c(NC(=O)c2cc(C3CC3)on2)c(=O)n(-c2ccccc2)n1C	-0.3	25	.	100	-20	99	0	6	0	20	96
O=C(Nc1ccc2c(c1)nc1n2CCN(C2CCCCC2)C1)c1ccco1	.	.	13	?	-55	100	.	5	.	84*	98
Cn1nc(C(F)(F)F)c(-c2ccc(F)cc2)c1NC(=O)c1ccco1	.	.	-15	?	-7	116	.	61*	.	-26	188*[activator]
CCOC(=O)c1ccc(N2CSC3=C(C#N)C(c4ccc(OC)cc4OC)CC(=O)N3C2)cc1 (stereo not given)	2.0	27	.	97	-4	100	-1	6	1	28	100
Cc1c(Br)c([N+](=O)[O-])nn1CCCC(=O)Nc1sc2c(c1C(N)=O)CCC(C)C2 (stereo not given)	4.0	10	-17	116	-22	105	-4	15	49	19	106
O=C(/C=C/c1ccc(Cl)c([N+](=O)[O-])c1)Nc1cccc(NC(=O)c2ccco2)c1	0.1	8	.	117	23	105	-5	4	-5	7	116
Cc1c(N/N=C(\C#N)C(=O)c2ccccc2)c(=O)n(-c2ccccc2)n1C	0.0	9	-21	102	-40	106	-8	15	-1	-31	104
CCN(CC)C(=O)C(=O)c1cn(CC(=O)N2CCc3ccccc3C2)c2ccccc12	1.7	10	8	105	-7	105	-3	23	2	13	102
C=CCSc1nc(N2CCOCC2)c2c(c1C#N)CC(C)(C)N(C)C2	.	.	5	?	-17	99	.	6	.	14	100
O=C(Nc1cc(S(=O)(=O)N2CCOCC2)ccc1Cl)C(=O)c1c(-c2ccccc2)cc2ccccn12	0.2	4	-35	95	-15	101	0	8	1	17	96
COCCSc1ccccc1C(=O)Nc1ccccc1C#N	0.4	17	-3	?	-14	102	-4	8	5	-6	100
COc1ccc(-c2cn[nH]c2-c2ccc(OCc3ccc([N+](=O)[O-])cc3)cc2O)cc1OC	.	.	-12	?	-13	106	.	8	.	-14	108
